# Screening data from PubChem.
# TNF death inh = inhibitors of TNF-alpha triggered necroptosis, primary screen, cell-based, Jurkat FADD-/-, single concentration | Jurkat FADD-/- TNF necroptosis rescue, ATP luminescence, 24 h; 0 = TNF only, 100 = no-TNF cells | 220,000 compounds, 0.068% hits | activation (protection from cell death), % at 10 µM;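 active = activation, meaning protection from cell death, of at least 50% relative to plate controls; inactive = activation below 50%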;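 also: necroptosis triggered by 40 ng/mL TNF-alpha added together with compound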
# CHOP inh = inhibitors of CHOP promoter induction, primary screen, cell-based, unfolded protein response, luciferase reporter; inhibition, % at 10 µM; CHO-K1 CHOP-promoter luciferase, tunicamycin-induced, 15-18 h; 220,000 compounds, 3.8% hits; AID 2732, 2010;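 active = compounds that reduced the stress-induced luciferase reporter signal by more than about 70% of percent inhibition, limit read from the data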;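 also: 0% = tunicamycin plus vehicle and 100% = wells without tunicamycin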
# BaF3 parental = parental Ba/F3 cell viability inhibition, counter-screen for JAK2V617F inhibitor project, murine pro-B, CellTiter-Glo luminescence; 220,000 compounds, 1.1% hits; AID 1486, 2009; inhibition, % at 5.6 µM; CellTiter-Glo ATP luminescence;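 active = inhibition above a per-campaign cutoff, the mean inhibition of all tested compounds plus 3 SD, cut at about 27% in these data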;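 also: 0% = DMSO wells and 100% = JAK Inhibitor I control wells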
# Wee1 stabilizer = Wee1 degradation inhibitors, primary screen, cell-based, HeLa, Wee1K328M-luciferase, luminescence | Wee1-like protein kinase (Homo sapiens), P30291 | HeLa Luc-Wee1K328M stability; 100% = proteasome inhibitor MG132 effect | reporter increase, % at 5 µM | 220,000 compounds, 1.2% hits | AID 1321, 2008;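 active = activation above the mean of all tested compounds plus 3 SD, set per screening run, cut at about 8.8% in these data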;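 also: cells exposed to compound for 20 h before luminescence read; 0% = DMSO alone and 100% = MG132 at 30 µM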
# PPC-1+TRAIL kill = compounds killing PPC-1 cancer cells with TRAIL present, primary screen, TRAIL potentiator project, ATPLite luminescence, uHTS; PPC-1 cells + TRAIL, ATPLite viability luminescence; AID 1443, 2008; cell killing (% activity), % at 4 µM; 220,000 compounds, 0.41% hits;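 active = cell killing above 50% in the first pass at 4 µM, then a duplicate retest at 5 µM averaging 50% or more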;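 also: plate controls were cells with TRAIL plus DMSO for no effect and medium-only wells lacking cells for full effect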
# RBBP9 inh = human RBBP9 inhibitors, primary screen, biochemical, fluorescence polarization, FP-Rh probe, HTS; recombinant RBBP9; inhibition, % at 7.94 µM; 220,000 compounds, 0.2% hits; Serine hydrolase RBBP9 (Homo sapiens), O75884;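 active = inhibition above the campaign mean of all tested compounds plus 3 SD, cut at about 14% in these data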;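 also: plate controls were DMSO wells with RBBP9 for no effect and wells lacking RBBP9 protein for full effect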
# Target sequence (O75884 whole entry, looked up): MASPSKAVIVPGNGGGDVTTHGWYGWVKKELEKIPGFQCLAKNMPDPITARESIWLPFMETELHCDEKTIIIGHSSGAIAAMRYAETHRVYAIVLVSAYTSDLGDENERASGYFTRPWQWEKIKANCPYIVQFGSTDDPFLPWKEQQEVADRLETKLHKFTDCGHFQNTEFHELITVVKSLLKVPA
#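 system = RBBP9 protein | input = RBBP9 at 2.5 µM in dispensed solution, before mixing | measured by = fluorescence polarization (mP), excitation 525 nm, emission 598 nm | incubation = enzyme-compound preincubation 30 min, then probe labeling 45 min, 25 °C | buffer or medium = Tris-NaCl-Pluronic buffer, pH 8.0 | compound = single dose 7.94 µM | also added = FP-Rh probe, 375 nM dispensing solution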
# Ba/F3 V617F tox = reduced viability of JAK2V617F-dependent Ba/F3 cells, primary screen, JAK2V617F inhibitor project, cell-based, Ba/F3 EpoR-JAK2V617F, luminescence | ATP luminescence | inhibition, % at 5.6 µM | 220,000 compounds, 1.1% hits;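 active = inhibition above the campaign mean plus 3 SD over all tested compounds, cut at about 24% in these data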;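 also: cytokine-independent growth of Ba/F3 cells driven by EpoR plus mutant JAK2; 0% = DMSO-treated cells and 100% = JAK inhibitor I control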
# TRPML3 agonist = human TRPML3 channel agonists, primary screen, cell-based, HEK293 TRPML3-YFP, Fluo-8 calcium fluorescence, 3 µM; Mucolipin-3 (Homo sapiens), Q8TDD5; 100% = the carbachol control signal; activation, % at 3 µM; 220,000 compounds, 0.29% hits;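 active = activation above its plate's cutoff, the mean activation of the plate's test wells plus 3 SD, cut at about 12% in these data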;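 also: 0% = DMSO only wells and 100% = carbachol wells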
# Target sequence (Q8TDD5 whole entry, looked up): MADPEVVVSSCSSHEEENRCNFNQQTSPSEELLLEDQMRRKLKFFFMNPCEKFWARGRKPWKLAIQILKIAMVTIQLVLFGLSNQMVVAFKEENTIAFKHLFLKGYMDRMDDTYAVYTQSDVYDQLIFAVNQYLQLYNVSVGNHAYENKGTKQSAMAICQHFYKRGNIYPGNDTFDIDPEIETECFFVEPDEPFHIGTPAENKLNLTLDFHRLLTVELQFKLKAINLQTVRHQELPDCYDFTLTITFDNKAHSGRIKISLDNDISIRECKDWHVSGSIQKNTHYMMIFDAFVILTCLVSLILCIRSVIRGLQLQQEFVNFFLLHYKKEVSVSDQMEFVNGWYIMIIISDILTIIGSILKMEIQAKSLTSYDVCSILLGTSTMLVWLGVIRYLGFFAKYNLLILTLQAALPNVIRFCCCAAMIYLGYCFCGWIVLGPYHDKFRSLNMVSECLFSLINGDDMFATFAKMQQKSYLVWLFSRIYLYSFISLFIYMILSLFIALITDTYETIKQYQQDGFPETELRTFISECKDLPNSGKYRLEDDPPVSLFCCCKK
#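 Material: HEK293 cells stably carrying human TRPML3-YFP; compound dosing: single dose, 3 µM final nominal compound, 0.3% DMSO final; incubation: 1-h 37 °C dye load, 5-s basal, 120-s post-compound reads; technique: Fluo-8 intracellular calcium fluorescence, excitation 470-495 nm, emission 515-575 nm; read-out basis: percent activation from peak-to-basal fluorescence ratio, scaled between DMSO and carbachol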
# zfTRPN1 agonist = zebrafish TRPN1 channel agonists, primary screen, cell-based, HEK293, calcium fluorescence; activation, % at 3 µM; transient receptor potential cation channel N1 (TRPN1/NompC), Danio rerio; 220,000 compounds, 0.18% hits; AID 1424, 2008; HEK293 zebrafish TRPN1-YFP, Fluo-8 calcium fluorescence; 100% = response to 87 µM carbachol;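 active = activation above its plate's cutoff, the mean activation of test wells on that plate plus 3 SD, cut at about 19% in these data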;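 also: 0% = DMSO alone and 100% = 87 µM carbachol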
#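 Material – zebrafish TRPN1-YFP in HEK293 cells · Doses – 3 µM single point · Schedule – dye 1 h 37 °C plus 30 min RT · Signal – Fluo-8 calcium fluorescence, excitation 470-495 nm, emission 515-575 nm · Read-out – % activation versus carbachol response · Control set – carbachol high, DMSO low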
# * marks the source's active call; other numbers are inactive results; · = not tested or not shown.
SMILES,TNF death inh,CHOP inh,BaF3 parental,Wee1 stabilizer,PPC-1+TRAIL kill,RBBP9 inh,Ba/F3 V617F tox,TRPML3 agonist,zfTRPN1 agonist
CCOC(=O)Cn1nnnc1C(CC)N(Cc1cccs1)Cc1cc2ccc(OC)cc2[nH]c1=O (stereo not given),-1.2,38,3,-1,10,-6,-1,-0.6,-0.1
O=C(NC1=NCCS1)C1CC(=O)N(c2ccccc2)C1 (stereo not given),-0.2,-23,4,-1,2,-5,1,0.5,-1.2
COc1ccc(C2N=C(Nc3ccc(C)cc3)Nc3nc(C)cc(=O)n32)cc1 (stereo not given),0.3,18,2,0,4,-14,6,0.1,0.8
Cc1cccc(NC(=O)CC2Nc3cccc4cccc(c34)NC2=O)c1 (stereo not given),-4.1,3,5,-2,-18,5,-3,-0.6,-0.4
Cc1c(O)c2ccccc2oc1=O,2.9,-5,-1,3,-2,6,-4,1.2,2.4
COc1cccc(C(=O)N2CCC(N3CC(C)OC(C)C3)CC2)c1 (stereo not given),1.2,-25,6,-1,5,2,-4,-0.2,0.2
CN(C)c1ccc(/C=N/NC(=O)CCc2nc3ccccc3[nH]2)cc1,3.3,-1,1,1,6,1,-6,0.0,-1.5
Cc1ccccc1-n1nc(C)c2cc(C(=O)N3CCN(S(=O)(=O)c4ccc(Cl)cc4)CC3)sc21,1.7,31,1,1,12,-8,-4,0.6,-0.1
Cc1cc(Cl)c(OCCCCNC(C)(C)C)c(Br)c1,4.1,14,4,-3,18,1,1,0.3,-1.7
CC(Nc1cc(=O)n(C)c(=O)[nH]1)c1ccccc1 (stereo not given),-1.1,55,4,3,2,-1,2,0.0,0.5
O=c1n(-c2ccccc2)c(=O)n(Cc2ccccn2)n1Cc1ccccn1,0.6,10,0,3,8,-7,-3,0.1,0.1
CCOC(=O)CSc1nc(N)cc(=O)[nH]1,-2.2,3,2,-3,3,-12,-5,-0.1,-0.1
COc1ccc(C(=O)Nc2cnc3sc(C)nn3c2=O)cc1,0.4,-27,2,-1,18,12,-3,0.5,-1.0
CC(C)(C)C1CCc2nc(NC(=O)Cc3cn4ccsc4n3)sc2C1 (stereo not given),3.6,52,7,0,-10,-12,0,0.7,1.3
CC(=O)c1cccc(NC(=O)Nc2cccs2)c1,1.0,28,3,2,32,-8,-3,3.2,4.1
O=C(/C=C/c1cccs1)N1CCN(c2ccccc2)CC1,-1.4,-14,7,-2,20,-8,0,-0.1,0.3
COc1ccc(NC(=O)COC(C)=O)cc1OC,0.2,-8,2,0,-17,1,0,0.6,-0.7
COc1ccc2c(=O)c3c(=O)n(-c4ccccc4)c(-c4ccco4)nc3oc2c1,1.2,-8,2,-3,11,-5,-4,0.1,-0.9
CCOC(=O)CNC(=O)c1ccc(C)cc1,0.2,18,6,1,8,-3,1,0.4,-1.0
COc1ccc(CCN2C(=O)CSC2c2ccc(OC)c(OC)c2)cc1OC (stereo not given),0.7,40,6,-2,16,0,-3,0.8,3.4
c1cncc(-c2nnc(SCc3nc4ccccc4[nH]3)o2)c1,0.6,70,7,4,36,-6,-2,0.8,1.5
CCOC(=O)C1=C(C)NC(=O)NC1c1c(O)ccc2ccccc12 (stereo not given),0.2,44,1,0,9,-13,-5,0.0,0.4
CCC(=O)Nc1ccc(S(=O)(=O)c2ccc(NC(=O)CC)cc2)cc1,-0.4,-5,3,2,22,2,-2,0.0,1.3
COc1ccccc1N1CCN(C(=O)CSc2ncnc3scc(-c4ccccc4)c23)CC1,3.3,11,2,-1,2,-4,-1,-0.4,-0.2

# Fetched by structure from the entries so far, 2 records:
SMILES,TNF death inh,CHOP inh,BaF3 parental,Wee1 stabilizer,PPC-1+TRAIL kill,RBBP9 inh,Ba/F3 V617F tox,TRPML3 agonist,zfTRPN1 agonist
COc1ccccc1N1CCN(C(=O)CSc2ncnc3scc(-c4ccccc4)c23)CC1,3.3,11,2,-1,2,-4,-1,-0.4,-0.2
CC(C)(C)C1CCc2nc(NC(=O)Cc3cn4ccsc4n3)sc2C1 (stereo not given),3.6,52,7,0,-10,-12,0,0.7,1.3

# (more compounds)
SMILES,TNF death inh,CHOP inh,BaF3 parental,Wee1 stabilizer,PPC-1+TRAIL kill,RBBP9 inh,Ba/F3 V617F tox,TRPML3 agonist,zfTRPN1 agonist
Cc1ccc(N(CCC#N)C(=O)CSc2ccc3c(c2)OCCO3)cc1,-2.9,21,10,-1,14,1,-1,-0.7,1.2
Nc1cccc2c1C(=O)N(CC(=O)NC13CC4CC(CC(C4)C1)C3)C2=O,0.7,23,5,2,16,-7,0,-0.5,1.5
O=C(Cc1ccc(Br)cc1)NCCc1ccc(Cl)cc1Cl,2.2,19,7,-3,4,0,-1,-0.4,-1.4
CC(C(=O)Nc1ccc(C#N)cc1)N(C)CC(=O)Nc1cccc(F)c1 (stereo not given),5.8,4,2,1,3,-4,2,1.7,2.2
Cc1cc(OCC(=O)O/N=C(\N)c2ccccc2)ccc1Cl,1.0,31,6,3,-6,5,2,0.7,0.5
CCOCCCNC(=O)c1ccc2c(=O)n(CCCOCC)c(=S)[nH]c2c1,1.8,10,9,-1,3,-1,4,0.8,2.0
CCNc1nc(NCC)nc(N/N=C/c2ccc(Br)cc2)n1,18,23,1,-2,8,-1,-2,-0.1,-1.6
O=C(/C=C/c1ccc(O)c(O)c1)c1ccccc1O,-20,-127,40*,3,14,-6,84*,3.3,4.7
N#CC1=C(N)Oc2n[nH]c(-c3ccc(F)cc3)c2C1c1cccc(OC(=O)N2CCOCC2)c1 (stereo not given),-0.7,17,8,0,-14,-4,0,0.7,1.2
CCN(CC)C(=O)C(C)N(C#N)c1nc(SC)nc(N(C)C)n1 (stereo not given),-1.0,12,6,2,44,3,1,0.8,-0.9
CCC(=O)N(Cc1cc2cc(OC)ccc2[nH]c1=O)c1ccc(C)cc1C,-9.2,10,4,2,8,2,-1,1.3,5.8
Cc1ccc(F)c(NC(=O)/C(C#N)=C(\O)c2ccc(C(C)(C)C)cc2)c1,0.9,-3,1,2,30,-10,-2,0.6,0.6
COc1ccccc1NC(=O)N1CCc2[nH]c3ccc(Cl)cc3c2C1,-8.9,9,3,2,7,-3,-2,1.0,1.2
C=CCN1C(=O)S/C(=C/c2ccc(Sc3nc4ccccc4[nH]3)o2)C1=O,-0.4,38,8,4,4,0,-1,3.3,4.8
CN1/C(=C\C(=O)c2ccco2)c2ccccc2CC1(C)C,-4.2,22,5,1,28,-5,7,0.9,1.3
CCCn1ccc(O)c(Cc2ccc(Cl)cc2)c1=O,0.8,7,5,1,22,1,2,0.2,-0.1
CC(C)(C)c1ccc(/C=N/Nc2ccc(C(=O)O)cc2)cc1,-0.3,83*,1,-5,0,-8,6,0.3,-1.2
COc1ccc(/C=C(\C#N)C(=O)OCC(=O)Nc2c(C)cccc2C(C)C)cc1,1.1,53,8,0,8,-8,-3,1.0,0.9
Oc1ccc(CN2CCCCC2)c2cccnc12,-13,9,62*,-2,11,-4,86*,0.7,1.1
CN1CCN(CC(=O)Nc2ccc([N+](=O)[O-])cc2Br)CC1,0.5,-8,3,-1,19,0,0,1.6,1.8
Cc1ccc2occ(/C=N/O)c(=O)c2c1,-3.4,10,4,-4,15,-8,0,0.7,0.0
Cc1ccccc1N1C(=O)CC2(CCCC2)CC1=O,0.4,2,45*,-2,16,-5,8,0.1,1.1
Cc1ccc(C2=Nc3ccccc3NC(C)(c3ccc(C)o3)C2)o1 (stereo not given),-1.0,4,-1,0,-2,-8,-1,1.0,0.5
COC(=O)c1ccc(-c2ccc(C(c3c(C)[nH][nH]c3=O)c3c(C)[nH][nH]c3=O)o2)cc1,-1.6,-13,7,0,·,-3,-5,0.0,0.3
Cc1nnc(SCc2cccc([N+](=O)[O-])c2)o1,17,35,2,2,4,-8,-3,0.4,0.8
O=C(COC(=O)c1ccc2c(c1)OCO2)Nc1ncc(Cl)cc1Cl,0.6,10,4,-1,28,-4,2,0.5,-0.2
CC(=O)C1C(c2ccc(Cl)cc2)c2c(noc2C)CC1(C)O (stereo not given),-1.0,-9,1,-3,4,-9,-1,0.6,0.2
COC(=O)CCN1CCc2cc(N=Nc3ccc([N+](=O)[O-])cc3)ccc21,-6.4,30,4,0,14,-6,-6,0.0,-0.6
CCC(C)OC(=O)C[N+](C)(C)CCOC1CC2CCC1(C)C2(C)C (stereo not given),0.8,4,74*,-3,10,-7,82*,-0.8,-1.4
O=C(Nc1cccc(C(F)(F)F)c1)OCCN1CCN(Cc2ccccc2)CCC1=O,2.7,-3,7,0,14,-8,-4,2.0,6.6
O=c1[nH][nH]cc1C=Nc1ccccc1O,8.3,11,6,-1,-2,-8,5,0.3,1.1
COc1ccc(S(=O)(=O)NCC(c2cccnc2)N2CCN(c3ccc(F)cc3)CC2)cc1C (stereo not given),-0.8,62,5,-1,16,-4,0,-0.4,-2.2
Cc1cc(C)n(-c2ccc(C(=O)N3CC(C)OC(C)C3)cc2)n1 (stereo not given),0.0,3,5,-2,36,-6,-1,0.8,2.6
CCOc1ncccc1C(=O)OCC(=O)NC1CC1,-0.8,15,0,-1,33,-7,-2,0.5,0.3
COc1cc(C(=O)NNC(=O)c2cc(C)[nH]n2)cc(OC)c1OC,1.1,12,-1,-2,34,2,-2,0.4,0.3
Cc1ccc(S(=O)(=O)N(Cc2nccn2C)C(C)C)cc1,-3.5,-30,3,-1,25,-7,-2,-0.7,2.1
COC(=O)CS(=O)(=O)c1cccc2cccnc12,-0.3,-16,6,1,-13,-11,0,0.9,-0.5
Cc1onc(-c2c(Cl)cccc2Cl)c1NC(=O)NN(C)c1ccc([N+](=O)[O-])cn1,3.4,-11,-1,1,3,4,0,1.2,1.3
COCCn1cnnc1SCC(=O)c1ccc(S(=O)(=O)N2CCCC2)cc1,3.2,10,4,0,1,-4,-3,1.5,1.3
CC(=C1C(=O)c2ccccc2C1=O)N1CCN(CCN=CC2=C(O)CC(C)(C)CC2=O)CC1,-1.2,2,1,-1,29,-1,-6,0.6,-1.7
COC(=O)C1=C(C)N(c2ccc(C)c(C)c2)/C(=C/c2ccc(O)cc2)C1=O,-5.1,8,7,-4,8,3,0,0.6,1.0
